TEAD-YAP block: TEAD-YAP interaction inhibition, primary screen, TEAD-YAP interaction inhibitor project, luminescence, HEK-TIYL cells. TEAD-Gal4/YAP UAS-luciferase luminescence. inhibition, % at 9.12 µM. 1.4% of 640,000 active. AID 1259422, 2018; in the data active = inhibition above about 32%;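 also: 0% = median of test compound wells and 100% = reference inhibitor wells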
MITF inh: MITF inhibitors, primary screen, biochemical, AlphaScreen, human | AID 1259374, 2018 | AlphaScreen MITF homodimerization, bead proximity signal | 0.91% of 650,000 active | Microphthalmia-associated transcription factor (Homo sapiens), O75030 | inhibition, % at 2.6 µM; in the data active = inhibition above about 50%;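 also: 0% = vehicle wells with protein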
GPR151 activ: activators of human GPR151, primary screen, cell-based, PathHunter beta-arrestin, luminescence. 1% of 650,000 active. activation, % at 11.2 µM. PathHunter beta-arrestin GPR151 cells. AID 1508602, 2020. G-protein coupled receptor 151 (Homo sapiens), Q8TDV0; in the data active = activation above about 4.9%;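 also: 0% = median of compound wells and 100% = cells with positive control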
Target sequence (Q8TDV0 whole entry, looked up): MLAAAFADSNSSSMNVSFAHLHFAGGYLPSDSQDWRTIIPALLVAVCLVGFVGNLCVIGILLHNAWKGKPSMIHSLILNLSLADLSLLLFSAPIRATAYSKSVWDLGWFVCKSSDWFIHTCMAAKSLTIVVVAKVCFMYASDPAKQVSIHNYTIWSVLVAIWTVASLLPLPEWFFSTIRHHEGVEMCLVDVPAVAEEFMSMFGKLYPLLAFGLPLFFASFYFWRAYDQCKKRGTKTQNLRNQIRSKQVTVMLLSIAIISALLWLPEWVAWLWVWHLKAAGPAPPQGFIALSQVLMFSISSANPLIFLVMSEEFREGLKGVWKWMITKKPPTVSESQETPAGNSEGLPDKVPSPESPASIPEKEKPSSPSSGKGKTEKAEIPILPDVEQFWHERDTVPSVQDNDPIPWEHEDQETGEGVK
FBW7 act: FBW7 E3 ligase activators, primary screen, biochemical, AlphaScreen, human. F-box/WD repeat-containing protein 7 (Homo sapiens), Q969H0. normalized activity (activation), % at 26.1 µM. 0.13% of 650,000 active. AID 1259310, 2017. AlphaScreen FBW7–phospho-cyclin E peptide binding, activator screen; in the data active = normalized activity above about 1.9%;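 also: purified mutant Fbw7 with reduced substrate affinity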
Target sequence (Q969H0 whole entry, looked up): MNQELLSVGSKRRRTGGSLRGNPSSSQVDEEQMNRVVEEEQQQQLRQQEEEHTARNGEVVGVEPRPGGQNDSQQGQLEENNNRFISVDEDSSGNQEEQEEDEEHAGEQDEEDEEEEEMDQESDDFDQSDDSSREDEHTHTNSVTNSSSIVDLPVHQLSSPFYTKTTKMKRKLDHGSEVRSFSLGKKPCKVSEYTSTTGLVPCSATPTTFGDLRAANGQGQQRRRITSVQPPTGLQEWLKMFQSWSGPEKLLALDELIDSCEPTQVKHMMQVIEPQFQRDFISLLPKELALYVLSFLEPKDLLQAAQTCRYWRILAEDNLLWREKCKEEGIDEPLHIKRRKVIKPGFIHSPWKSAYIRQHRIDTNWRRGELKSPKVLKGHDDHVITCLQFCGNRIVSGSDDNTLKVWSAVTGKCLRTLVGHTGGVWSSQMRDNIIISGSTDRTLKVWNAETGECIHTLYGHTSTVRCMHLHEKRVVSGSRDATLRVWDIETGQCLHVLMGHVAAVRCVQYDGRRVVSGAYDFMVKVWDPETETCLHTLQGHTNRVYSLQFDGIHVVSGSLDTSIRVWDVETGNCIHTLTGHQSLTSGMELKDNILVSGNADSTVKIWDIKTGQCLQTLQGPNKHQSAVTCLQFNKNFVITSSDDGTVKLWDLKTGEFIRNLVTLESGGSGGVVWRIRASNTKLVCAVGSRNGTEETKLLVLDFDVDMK
* marks the source's active call; other numbers are inactive results. Rows were taken by chance; overall some 3.4% were active at least once.

SMILES	TEAD-YAP block	MITF inh	GPR151 activ	FBW7 act
COc1cc(NC(C)=O)c(OC)cc1N=NC1=C(O)CC(C)(C)CC1=O	-14	1	-0.1	-0.1
COc1ccc(-n2c(=S)[nH]c3cc(C(=O)Nc4ccc(C)c(C)c4)ccc3c2=O)cc1	-13	30	1.5	0.3
CCCNC(=O)C1CCN(c2ccc(Nc3ccccc3)nn2)CC1	-17	2	1.6	0.2
CC(C)[C@H]1NC(=O)[C@H]2CN(S(=O)(=O)c3ccc4ccccc4c3)CCN2C1=O	-6	18	0.1	-0.1
CC/C(=N/NC(=O)C1CC1c1ccccc1)c1ccc(O)cc1 (stereo not drawn)	-2	-42	-1.1	-0.1
Cc1n[nH]c(=S)n1/N=C/c1c(F)cccc1Cl	-4	-3	3.5	0.1
O=C(c1ccco1)N1CCN(c2nccn3c(-c4cccc5ccccc45)cnc23)CC1	-23	-14	2.6	0.2
Cc1cccc2nc(-c3cccc([N+](=O)[O-])c3)oc(=O)c12	2	3	-6.6	0.0
CC(C)NCc1cc(NC(=O)c2ccccn2)cc(C(=O)NC2CC2)c1	0	6	0.8	0.0
CCc1cc2c(=O)c(-c3nc4ccccc4[nH]3)coc2cc1OC(=O)N1CCOCC1	-6	-16	1.9	0.1
CC(C)(C)NC(=O)CSc1nc(COc2ccccc2)nc2ccccc12	-23	-9	1.5	0.3
Cc1cc(C)nc(N/N=C/c2c(Cl)nc3ccccn3c2=O)n1	1	17	3.0	-0.5
CN(C)c1ccc(/C=C(\C#N)c2nc3ccccc3c(=O)[nH]2)cc1	10	0	-1.1	-0.2
Cc1ccc(OCCCCN2CCNCC2)c([N+](=O)[O-])c1	0	80*	-0.4	-0.5
CCOC(=O)Nc1ccc(OC)c(S(=O)(=O)Nc2cc(C)ccc2Br)c1	-7	5	2.0	0.4
COc1ccc(OCc2cc(C(=O)NC(C)Cc3cccnc3)no2)c(Cl)c1 (stereo not drawn)	-17	2	-1.3	0.0
COCCCNC(=O)c1c[nH]c2ccc(S(=O)(=O)N(C)c3ccc(F)cc3)cc2c1=O	5	2	-0.9	-0.2
O=C(NC1CC1)c1ccc(CN2CCOCC2)cc1	-14	3	0.1	0.0
Clc1ccccc1N1CCN(c2ncnc3[nH]ncc23)CC1	-21	15	0.3	-0.2
O=C(O)Cn1nc(C(F)(F)F)c2c1CCCC2	5	11	2.1	0.3
c1nc(NCCN2CCOCC2)cc(Nc2ccc3c(c2)OCO3)n1	-8	12	-0.9	-0.2
COc1cccc(CN2CCNC(=O)C2CC(=O)NCCn2nc(C)cc2C)c1OC (stereo not drawn)	-8	22	0.2	0.1
O=C(CC12CC3CC(CC(C3)C1)C2)N1CCOCC1	-2	10	0.3	0.3
CCCSc1nnc(Nc2ccccc2OCC)s1	-5	7	0.2	0.0
CCC(c1nnnn1Cc1ccccc1)N1CCN(CC)CC1 (stereo not drawn)	0	-8	-0.5	0.0
(cont.)
SMILES	TEAD-YAP block	MITF inh	GPR151 activ	FBW7 act
Cc1ccc(C)c(NC(=O)CN(C)C(=O)Cn2ccsc2=N)c1	7	-1	0.4	0.0
CC(C)(C)n1ncc2c(=O)n(CC(=O)Nc3cccc(F)c3)cnc21	13	10	1.5	0.2
N#CC1=C(N)Oc2oc3ccccc3c(=O)c2C1c1ccc(F)cc1 (stereo not drawn)	-7	20	1.2	0.8
CCOC(=O)/C=C1\OC2(O)CC(C3COC2O3)C1C(=O)OCC (stereo not drawn)	-1	-10	1.1	-0.2
O=C(CSc1nc2ccsc2c(=O)n1Cc1ccccc1F)c1ccc(Cl)cc1	-11	1	-2.8	-0.1
Cc1c(C2=N/C(=C/c3ccc(Cl)c(Cl)c3)C(=O)O2)cccc1[N+](=O)[O-]	-4	0	0.8	0.1
CCCc1[nH]nc2c1C(c1ccc(OC)c(OC)c1OC)C(C#N)=C(N)O2 (stereo not drawn)	3	5	2.9	-0.2
COc1ccc(-c2cc(C(=O)NCc3cccs3)no2)cc1OC	-22	-9	-0.6	-0.1
CC(=O)Nc1ccc(Nc2nc(N3CCN(c4ccccn4)CC3)nc3c2ncn3C(C)C)cc1	28	12	-1.7	0.2
O=C(CN(c1ccc(Cl)c(C(F)(F)F)c1)S(=O)(=O)c1ccccc1)N1CCc2ccccc2C1	-4	-13	-0.7	-0.2
Cc1ccc2c(c1)cc(CN(CCc1ccccc1)C(=O)N1CCOCC1)c1nnnn12	3	22	5.2*	0.1
N#CC1=C(N)OC2=C(CCC/C2=C/c2ccsc2)C1c1ccsc1 (stereo not drawn)	-1	19	0.7	0.2
O=C(c1cccc(F)c1)N1N=C2CCCCCC2C1(O)C(F)(F)F (stereo not drawn)	-13	0	0.0	0.1
O=C(NCc1ccco1)C(=O)Nc1cc(Cl)ccc1Cl	-8	0	-1.6	-0.1
CN(Cc1ccccc1)C(=O)CCC1CCN(C(=O)CC2CCC(=O)N2)CC1 (stereo not drawn)	-13	17	0.8	0.0
O=C(CSc1ccc(Cl)cc1)N1CCN(Cc2ccccc2)CC1	-5	-9	-0.5	0.0
Cc1c(C(=O)OCc2ccccc2)sc(=S)n1C	9	2	-0.4	0.0
CCOC(=O)c1cnn(-c2ccccc2F)c1CN1CCCC(C(N)=O)C1 (stereo not drawn)	-4	7	-0.2	0.1
Cc1nn(-c2ccccc2)c2c1C(c1cccc(O)c1)C(C#N)=C(N)O2 (stereo not drawn)	8	2	-1.0	-0.1
COc1ccc(CC(=O)NNC(=O)c2ccc([N+](=O)[O-])cc2)cc1	4	9	1.1	0.0
CCCn1c(SCC(=O)c2ccc3c(c2)OCCO3)n[nH]c1=O	-15	-5	0.6	-0.1
CSc1ccc(C2NC(=O)CCC2[N+](=O)[O-])cc1 (stereo not drawn)	-7	-2	0.5	0.3
O=C(CN1C(=O)C(=O)N(Cc2ccccc2)C1=O)Nc1ccc(OCc2ccccc2)cc1	3	2	0.6	0.0
Cn1cnnc1-c1ccc(Nc2nccc(-c3cccc(N4CCOCC4)c3)n2)cc1	28	18	1.7	-0.1
O=C(CSc1nc(NCC2CCCO2)c2ccccc2n1)NCc1ccccc1 (stereo not drawn)	-2	-12	-0.4	0.0

Entries listed so far containing an aryl thioether with sulfur outside any ring, in the order listed:
SMILES	TEAD-YAP block	MITF inh	GPR151 activ	FBW7 act
CC(C)(C)NC(=O)CSc1nc(COc2ccccc2)nc2ccccc12	-23	-9	1.5	0.3
CCCSc1nnc(Nc2ccccc2OCC)s1	-5	7	0.2	0.0
O=C(CSc1nc2ccsc2c(=O)n1Cc1ccccc1F)c1ccc(Cl)cc1	-11	1	-2.8	-0.1
O=C(CSc1ccc(Cl)cc1)N1CCN(Cc2ccccc2)CC1	-5	-9	-0.5	0.0
CCCn1c(SCC(=O)c2ccc3c(c2)OCCO3)n[nH]c1=O	-15	-5	0.6	-0.1
CSc1ccc(C2NC(=O)CCC2[N+](=O)[O-])cc1 (stereo not drawn)	-7	-2	0.5	0.3
O=C(CSc1nc(NCC2CCCO2)c2ccccc2n1)NCc1ccccc1 (stereo not drawn)	-2	-12	-0.4	0.0

Further structures follow:
SMILES	TEAD-YAP block	MITF inh	GPR151 activ	FBW7 act
O=C(CNc1n[nH]c(=O)[nH]c1=O)N/N=C/c1ccc(Cl)cc1	-5	19	-0.3	0.1
CCCOc1ccc(C2C(C(=O)OCCOC(C)C)=C(C)NC3=C2C(=O)CC(C)(C)C3)cc1OC (stereo not drawn)	-3	-2	-1.6	0.0
Cc1ccccc1C(=O)Nc1ccc(Br)cn1	-56	10	-3.8	-0.1
CCCCc1ccc(Nc2nc(-n3nc(C)cc3C)nc(C)c2CC)cc1	1	-8	1.1	0.0
CC(C)(C)C(=O)Nc1nc2ccc(Cl)cc2s1	11	8	-0.6	0.0
CCCOC(=O)c1cccc(NC(=O)c2c(OC)cccc2OC)c1	2	2	0.2	0.5
COCCn1c(SCc2cccnc2)nc2c(c1=O)SC(C)C2 (stereo not drawn)	11	0	1.0	-0.2
CS(=O)(=O)c1ccc(Cl)c(C(=O)OCC(=O)N2CCCCC2)c1	1	-10	0.3	0.1
CCOc1ccc(CN2CCC(C(=O)N3CCN(c4ccccc4F)CC3)CC2)cc1	12	29	-0.4	-0.2
Cc1cc(I)ccc1N=c1c([N+](=O)[O-])nn(-c2ccccc2)n1O	26	19	-0.7	0.3
CCc1nn(CC(=O)N(CC)CC)c(=O)c2cc3oc(C)cc3n12	-2	5	-0.6	0.2
O=c1nc(SCc2ccccn2)c2c(n1CCO)CCCC2	5	18	-0.8	-0.2
COc1ccccc1N(CC(=O)Nc1c(C)cc(C)cc1C)S(C)(=O)=O	-5	-6	0.4	-0.1
O=C(COc1nsnc1N1CCOCC1)c1ccccc1	-2	9	1.8	-0.1
C=CCN1C(=O)/C(=C\c2sccc2C)C(C(=O)OC)=C1C	9	16	0.4	0.0
CCCN1CCN(c2ncc(C(=O)OC)c3ccccc23)CC1	-9	-6	-2.0	0.0
Cc1ccc(-n2c(=O)c3sccc3n(Cc3cc(=O)n4ccccc4n3)c2=O)cc1F	-8	-11	-0.6	0.0
CCn1cc(C(=O)N2CCC[C@H](Cn3cc(C(=O)N4CCOCC4)nn3)C2)c(C)n1	0	11	0.7	0.0
NC(=O)c1nsc(C(=O)N(CC(=O)NCc2ccccc2)c2ccc(Cl)cc2)c1N	7	12	0.5	0.0
Cn1c(C(=O)NC2CCCCC2)cc2sccc21	-6	8	-1.4	0.2
CCCn1cc(S(=O)(=O)c2ccc(C)cc2)c(=O)c2ccccc21	-3	-5	2.4	-0.2
CCCCCCOc1ccc(NC(=O)c2ccc(Br)o2)cc1	2	3	0.7	0.1
O=C(CSc1cn(CCNC(=O)c2cccc(C(F)(F)F)c2)c2ccccc12)Nc1ccc2c(c1)OCO2	13	7	-0.8	0.0
Nc1ccc2c(S(=O)(=O)O)cccc2c1N	-2	7	-2.0	-0.9
Cc1ccc(C(=O)C2CCN(C(=O)Cc3cccs3)CC2)cc1	-4	1	0.9	-0.1

Record cards, from the list above. Values in the order: TEAD-YAP block | MITF inh | GPR151 activ | FBW7 act
`Cc1cc(I)ccc1N=c1c([N+](=O)[O-])nn(-c2ccccc2)n1O` reads 26 | 19 | -0.7 | 0.3
`CCOc1ccc(CN2CCC(C(=O)N3CCN(c4ccccc4F)CC3)CC2)cc1` reads 12 | 29 | -0.4 | -0.2
`COc1cccc(CN2CCNC(=O)C2CC(=O)NCCn2nc(C)cc2C)c1OC` (stereo not drawn) reads -8 | 22 | 0.2 | 0.1
`CCC(c1nnnn1Cc1ccccc1)N1CCN(CC)CC1` (stereo not drawn) reads 0 | -8 | -0.5 | 0.0

Other entries
SMILES	TEAD-YAP block	MITF inh	GPR151 activ	FBW7 act
C/C(=N\Nc1nc2c(c(=O)[nH]c(=O)n2C)n1CC(C)O)c1ccc([N+](=O)[O-])cc1 (stereo not drawn)	1	-6	0.0	0.7
CN1C(=O)/C(=C\c2cc([N+](=O)[O-])ccc2O)SC1=S	-11	6	-5.7	-0.2
Cc1sc(NC(=O)CN(Cc2ccc(F)cc2)C(=O)c2ccco2)c(C(N)=O)c1C	-1	10	-0.6	0.1
CN(C)c1ccc(NC(=O)CN2CCC3(CC2)NC(=O)c2ccccc2O3)cc1	9	-1	3.5	-0.1
CCCCC(=O)Nc1nc(CC(=O)OCC)cs1	-9	1	0.6	0.5
COc1ccc(OC)c(C(=O)COC(=O)/C=C/c2cccs2)c1	-4	4	1.5	0.2
Nc1c(C(=O)Nc2ccccc2)nnn1Cc1ccc(Cl)cc1	3	7	0.4	0.1
CN(C)c1ccc(/C=N/Nc2ccc([N+](=O)[O-])cc2S(=O)(=O)N(C)C)cc1	-3	11	0.0	0.2
CCN1CCN(Cc2c(O)ccc3c(=O)c(-c4ccc(Cl)cc4)c(C(F)(F)F)oc23)CC1	-5	11	-0.2	0.1
CC(C)C(=O)NCCc1nnc2n1CCN(C(=O)c1cccc(-c3ccco3)c1)CC2	-5	19	0.8	-0.2
CC(c1ccco1)N(C(=O)c1ccc(N2CCOCC2)c([N+](=O)[O-])c1)c1ccccn1 (stereo not drawn)	-2	-18	1.7	-0.1
O=C(N/N=C/c1cccc([N+](=O)[O-])c1O)c1cccs1	-46	73*	0.8	-1.1
O=C(Cn1cnc2ccccc2c1=O)NCCC(=O)N1CCN(c2ccccn2)CC1	6	-6	0.6	-0.1
O=C(CSc1nc2ccc(NC(=O)c3ccccc3Cl)cc2s1)NCc1ccccc1	8	11	1.2	0.2
CCCN(CCC)Cc1c(C(=O)N/N=C/c2ccoc2)nnn1-c1nonc1N	9	-3	0.9	0.0
COc1c(-c2cc(C(F)(F)C(F)F)[nH]n2)c(O)c(OC)c2occc12	4	15	1.8	0.0
COc1ccc(OC)c(S(=O)(=O)Oc2cc(C)ccc2C)c1	1	3	0.1	0.2
CC(=O)N1CCN(c2ccc([N+](=O)[O-])c3cnccc23)CC1	-1	10	-0.9	-0.1
COc1ccc(NC(=O)C2C3C=CC4(O3)C2C(=O)N(Cc2ccccc2Cl)C4C(=O)NC2CCCC(C)C2C)cc1 (stereo not drawn)	5	-7	0.1	-0.1
CCCNc1nc(-c2cccc(N)c2)nc2c1ncn2C(C)C	12	9	-1.2	0.0
COCCNC(=O)CSc1nc(N)c2c3c(sc2n1)CCCC3	-29	-27	-0.1	0.2
CC(NC(=O)Cn1cnc([N+](=O)[O-])n1)C1CC2CCC1C2 (stereo not drawn)	-2	0	-1.2	-0.1
NC(=O)CN1C(=O)C(O)(CC(=O)c2ccc3c(c2)OCCO3)c2ccccc21 (stereo not drawn)	12	19	0.0	0.1
CCCCCn1c(NCc2ccccc2)nc2c1c(=O)[nH]c(=O)n2C	0	7	-1.0	0.0

Source: PubChem BioAssay
